Compound activity: PubChem, several laboratories
PfM18AAP inh – PfM18AAP enzyme inhibition; recombinant PfM18AAP, H-Glu-NHMec fluorogenic cleavage; actives 1.2% (n = 290,000); AID 1822; inhibition, % at 7.35 µM;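 active = inhibition above the campaign mean inhibition over all tested compounds plus 3 SD, cut at about 28% in these data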;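 note: 0% = plate median of test compound wells and 100% = 2 mM ZnCl2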
IDE act – activators of human insulin-degrading enzyme in cells; P14735; HEK cells, FAbeta-B cleavage, fluorescence polarization; 0% vehicle, 100% cell-free pure enzyme wells; activation, % at 5.96 µM; actives 0.073% (n = 340,000);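 active = activation above the mean of all tested compounds plus 3 SD, set per screening campaign, cut at about 17% in these data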
GPR7 antag – antagonists of human GPR7 (neuropeptides B/W receptor 1); GPR7-expressing cells, fluorescence antagonist assay; inhibition, % at 4.4 µM; actives 1.1% (n = 290,000); P48145; in the data active = inhibition above about 16%, passing the limit was not always enough;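 note: cells stimulated with the agonist NPW; 0% = agonist with vehicle and 100% = vehicle without agonist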
VIM-2 inhibitor – inhibitors of Pseudomonas aeruginosa VIM-2 metallo-beta-lactamase; purified VIM-2, nitrocefin hydrolysis, epi-absorbance fluorescence; inhibition, % at 5.6 µM; actives 0.89% (n = 290,000);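 active = inhibition above the mean of all tested compounds plus 3 SD, cutoff set per screening run, cut at about 7.5% in these data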;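 note: red hydrolysis product quenches plate fluorescence so inhibitors raise well fluorescence; 0% = enzyme with DMSO and 100% = DMSO without enzyme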
PHOSPHO1 inh – blocks human PHOSPHO1 phosphatase activity; Q8TCT1; recombinant PHOSPHO1, absorbance phosphatase assay; inhibition, % at 13.3 µM; actives 1.1% (n = 290,000); AID 1565; in the data active = inhibition above about 60%
IDE cell inh – inhibitors of human insulin-degrading enzyme in cells. P14735. HEK cells, FAbetaB cleavage, fluorescence polarization. inhibition, % at 5.59 µM. actives 0.41% (n = 320,000);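 active = percent inhibition above the average of all tested compounds plus 3 SD, set per screening campaign, cut at about 16% in these data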;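 note: IDE supplied by intact live HEK cells; FP after avidin binding of uncleaved biotin substrate so inhibition keeps polarization high; 0% = DMSO wells and 100% = 60 µM reference IDE inhibitor Ii1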
NALP1 yeast inh – NALP1 inhibition; AID 2071; inhibition, % at 10 µM; actives 0.61% (n = 280,000); S. cerevisiae NALP1/ASC/caspase-1 growth, X-gal OD620, 72 h; in the data active = inhibition mostly above about 24%, no sharp cut-off; inactive = mostly below about 32%; note: some compounds called inactive have numbers as strong as hits
pCIP destab – compounds decreasing mouse p/CIP protein stability | F442A p/CIP-EGFP cells, EGFP fluorescence, 16 h | decrease of EGFP signal, % at 10 µM | actives 0.01% (n = 290,000);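 active = EGFP signal decrease of at least 30% at 10 µM or well 3 SD below plate mean, unless failing retest; inactive = the rest, including hits failing retest or dose response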; note: some compounds called inactive have numbers as strong as hits; many of its hits are not listed in these tables
Target sequence (Q05BA5 1-1403): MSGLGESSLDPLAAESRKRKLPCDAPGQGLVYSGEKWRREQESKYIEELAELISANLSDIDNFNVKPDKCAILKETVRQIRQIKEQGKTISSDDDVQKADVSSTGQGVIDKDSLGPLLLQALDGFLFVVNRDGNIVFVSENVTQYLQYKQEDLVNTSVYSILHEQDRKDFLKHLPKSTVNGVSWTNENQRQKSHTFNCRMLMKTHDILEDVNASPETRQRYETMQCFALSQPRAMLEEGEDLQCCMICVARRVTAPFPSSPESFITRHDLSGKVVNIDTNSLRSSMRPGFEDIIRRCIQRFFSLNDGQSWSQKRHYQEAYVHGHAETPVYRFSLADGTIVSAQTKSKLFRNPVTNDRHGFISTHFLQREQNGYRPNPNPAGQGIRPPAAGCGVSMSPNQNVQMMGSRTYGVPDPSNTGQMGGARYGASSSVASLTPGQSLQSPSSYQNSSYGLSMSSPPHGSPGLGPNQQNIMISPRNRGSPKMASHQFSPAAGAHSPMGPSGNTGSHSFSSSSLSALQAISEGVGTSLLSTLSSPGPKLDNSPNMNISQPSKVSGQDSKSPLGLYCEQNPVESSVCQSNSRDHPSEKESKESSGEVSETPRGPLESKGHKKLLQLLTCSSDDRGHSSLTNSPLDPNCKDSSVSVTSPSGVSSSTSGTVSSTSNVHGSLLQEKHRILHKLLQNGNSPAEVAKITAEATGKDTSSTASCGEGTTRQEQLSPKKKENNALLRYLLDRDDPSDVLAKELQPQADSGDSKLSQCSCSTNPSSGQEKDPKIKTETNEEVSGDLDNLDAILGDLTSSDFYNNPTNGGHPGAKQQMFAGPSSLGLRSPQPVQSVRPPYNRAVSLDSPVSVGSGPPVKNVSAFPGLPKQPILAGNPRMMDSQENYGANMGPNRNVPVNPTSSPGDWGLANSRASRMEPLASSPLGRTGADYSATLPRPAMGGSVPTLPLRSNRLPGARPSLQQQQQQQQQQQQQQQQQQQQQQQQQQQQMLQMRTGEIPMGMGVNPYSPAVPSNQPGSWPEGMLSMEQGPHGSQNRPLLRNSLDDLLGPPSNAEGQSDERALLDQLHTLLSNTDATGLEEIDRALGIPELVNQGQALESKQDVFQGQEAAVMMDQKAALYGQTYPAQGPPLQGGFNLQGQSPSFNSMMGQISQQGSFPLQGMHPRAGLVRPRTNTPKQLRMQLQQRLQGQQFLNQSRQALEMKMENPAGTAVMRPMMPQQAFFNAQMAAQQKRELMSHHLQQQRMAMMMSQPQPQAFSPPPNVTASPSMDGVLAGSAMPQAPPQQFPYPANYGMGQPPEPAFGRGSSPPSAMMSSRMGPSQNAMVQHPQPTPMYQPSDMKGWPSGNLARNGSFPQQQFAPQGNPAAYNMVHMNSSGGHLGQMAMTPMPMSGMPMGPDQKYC
IMP-1 inhibitor – inhibitors of Pseudomonas aeruginosa IMP-1 metallo-beta-lactamase | inhibition, % at 5.6 µM | purified IMP-1, nitrocefin hydrolysis, epi-absorbance fluorescence | AID 1556 | actives 0.45% (n = 290,000);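 active = inhibition above the mean plus 3 SD of all compounds in the same screening run, cut at about 4.5% in these data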;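 note: 0% = IMP-1 with DMSO and 100% = DMSO wells lacking enzyme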
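System: purified recombinant IMP-1 beta-lactamase. Medium: Zinc- and detergent-supplemented HEPES buffer, pH 7.1. Compound: one 5.6 µM dose […]. Schedule: 15 min preincubation plus 25 min reaction at 25 °C. Technique: Epi-absorbance fluorescence, 480 nm excitation, 530 nm emission.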
An asterisk follows results filed as active; · = no result given.

SMILES	PfM18AAP inh	IDE act	GPR7 antag	VIM-2 inhibitor	PHOSPHO1 inh	IDE cell inh	NALP1 yeast inh	pCIP destab	IMP-1 inhibitor
Cc1ccc(C(=O)N/C(=C\c2cn(C)c3ccccc23)C(=O)N2CCN(C)CC2)cc1	-2	2	-5	-0.5	29	-1	10	4	-1.0
O=C1COc2ccc(C(=O)COC(=O)C3CCN(S(=O)(=O)c4cccs4)CC3)cc2N1	2	7	-6	0.0	23	-1	-5	-12	-2.7
Cn1c(=O)[nH]c(=O)c2c1nc(N1CCNCC1)n2Cc1ccccc1Cl	-2	-3	4	3.6	-2	5	3	9	-1.4
Cc1ccc(S(=O)(=O)Nc2ccc(Cl)cc2C(=O)c2ccc(F)cc2)cc1	0	1	-7	-4.2	21	6	41	-10	-2.0
COc1ccc(Cl)cc1NC(=O)CN(C)Cc1ccc(OC)c(OC)c1	0	-2	-11	-3.3	-4	2	3	-3	-2.1
CN(C)S(=O)(=O)c1ccc(Cl)c(NC(=O)COC(=O)CC(NC(N)=O)c2ccc(Cl)cc2)c1 (stereo unspecified)	-1	0	-7	-1.9	48	-2	·	-19	-0.7
O=C(CC(c1ccccc1)c1ccccc1)OCn1nnc2ccccc2c1=O	-2	0	2	-3.0	7	-2	36	5	-4.8
COCC(=O)Oc1c(S(=O)(=O)c2ccc(C)cc2)c(C)nn1-c1ccccc1	0	5	-5	-1.3	18	-1	10	-4	-1.9
O=C(COC(=O)C1=COCCO1)Nc1ccc(OC(F)F)cc1	-3	6	-4	0.0	-7	-1	-8	-1	-1.5
Cc1ccsc1/C=C(/C#N)C(=O)NCc1ccccc1	1	-5	9	-3.7	-10	0	15	12	-1.5
Cc1cc(C)c(C)c(S(=O)(=O)N2CCN(C(=O)CCC(=O)N3CCOCC3)CC2)c1C	2	3	-6	-2.0	39	-1	·	-9	-2.3
COC(=O)CNC(=O)c1cccc(F)c1	-6	-1	-12	-1.9	9	8	34	-5	-2.7
Cc1cccc(CCNC(=O)Cc2ccc(NC3=NC4CS(=O)(=O)CC4S3)cc2)c1 (stereo unspecified)	-1	-20	-9	-0.3	23	11	-3	-11	-5.8
O=C(N/N=C/c1cnc(N2CCCCC2)s1)c1ccc(Cl)cc1	1	2	-9	-1.5	-1	4	14	5	-2.4
CC1Cc2nc(SCC(=O)Nc3ccccc3F)n(C)c(=O)c2S1 (stereo unspecified)	9	-3	-13	-5.3	-1	-1	-92	-3	-5.4
CCc1nn(CC(=O)NCCCN2CCc3ccccc3C2)c(=O)c2cc3sccc3n12	-5	-5	-11	3.2	-42	2	16	-8	-3.3
NC(=S)c1cc2cc(Cl)ccc2oc1=O	3	·	-13	2.0	-35	4	·	-7	7.0*
O=C(NCCc1ccccc1)c1ccncc1	-9	·	3	1.7	12	·	-14	2	0.5
CCC1CCCCN1CCCNC(=O)Cn1c2ccccc2c2nc(=O)cc(C)n21 (stereo unspecified)	0	-4	-18	3.7	15	0	-19	-5	-0.6
Cc1cccc(NCc2nnc(-c3ccccc3)o2)c1C	-3	3	-7	-1.5	11	2	-8	0	-3.1
CCOC(=O)c1sc(NC(=O)c2ccc3ncsc3c2)nc1C	-11	8	9	0.3	19	-2	·	-5	0.9
COCCNC(=O)C(c1ccc(Cl)cc1)N(CCOC)C(=O)CCC(=O)Nc1ccccn1 (stereo unspecified)	-7	0	-21	-0.9	4	-2	1	-16	-1.7
COc1cc(/C=C2\SC(=O)N(c3ccc(O)cc3)C2=O)cc(OC)c1OC	-5	4	-6	7.5	28	1	31	-10	0.1
Cn1cccc1C(=O)NC(=O)COC(=O)CNC(=O)CNC(=O)c1ccc(Cl)cc1Cl	6	-1	27*	2.4	-7	-2	9	-4	-0.4
CCC1CCCCN1CCCNC(=O)c1cn(C)c2ccc(S(=O)(=O)N(C)C3CCCCC3)cc2c1=O (stereo unspecified)	-4	3	10	0.8	40	0	16	3	-1.6
CCOC(=O)c1c(C2CC2)csc1NC(=O)COC(=O)c1ccc[n+]([O-])c1	0	3	-2	-1.9	3	3	22	2	-1.8
O=C(NC1CCCCC1)c1ccccc1C(F)(F)F	1	4	-3	-3.0	8	8	3	-4	-1.5
COc1ccccc1CC(=O)NNC(=O)c1ccc(C(C)(C)C)cc1	2	-1	-5	-3.1	27	·	5	-12	-3.2
COc1ccccc1CNC(=O)Cn1c(=O)oc2cc(S(=O)(=O)N3CCCC3)ccc21	-3	2	2	-1.5	46	3	20	-9	-3.1
CCN1CCN(c2nnc(-c3ccccc3)c3ccccc23)CC1	-8	2	12	-0.5	39	3	2	-5	-2.0
CN(CCCOc1ccccc1F)Cc1ccccc1	2	-1	-8	0.1	19	-1	19	-18	-0.8
O=C(NCC1CCCO1)C1CC(c2ccc(Cl)c(Cl)c2)=NO1 (stereo unspecified)	-6	-3	17	-3.0	33	-10	8	4	-2.6
O=C(CSc1ccccc1)N1CCCC(N2CCN(c3ccc(F)cc3)CC2)C1 (stereo unspecified)	1	3	-3	-0.8	44	-8	27	14	-5.0
CC12CN3CC(C)(CN(C1)C3c1ccc(Br)cc1)C2=O (stereo unspecified)	1	3	-2	-1.4	4	-1	-3	1	-3.2
O=C(NCCc1ccc2c(c1)OCCO2)c1ccccn1	-1	0	-2	-2.5	30	3	12	-8	-1.1
COc1ccc(Cl)cc1NC(=S)N1CCN(c2ccccn2)CC1	-15	5	2	-1.0	14	3	2	-8	-1.9

Sorted by value in GPR7 antag (highest first): some entries from above.
SMILES	PfM18AAP inh	IDE act	GPR7 antag	VIM-2 inhibitor	PHOSPHO1 inh	IDE cell inh	NALP1 yeast inh	pCIP destab	IMP-1 inhibitor
CC12CN3CC(C)(CN(C1)C3c1ccc(Br)cc1)C2=O (stereo unspecified)	1	3	-2	-1.4	4	-1	-3	1	-3.2
COCC(=O)Oc1c(S(=O)(=O)c2ccc(C)cc2)c(C)nn1-c1ccccc1	0	5	-5	-1.3	18	-1	10	-4	-1.9
COc1cc(/C=C2\SC(=O)N(c3ccc(O)cc3)C2=O)cc(OC)c1OC	-5	4	-6	7.5	28	1	31	-10	0.1

(more compounds)
SMILES	PfM18AAP inh	IDE act	GPR7 antag	VIM-2 inhibitor	PHOSPHO1 inh	IDE cell inh	NALP1 yeast inh	pCIP destab	IMP-1 inhibitor
CC1(N2CCCCC2)C(=O)c2ccccc2C1=O	-5	0	-9	-1.0	16	0	-11	5	-4.9
O=C(N/N=C/c1cccc2nccnc12)c1ccncc1	5	·	-15	-2.6	20	-3	-7	-5	-3.6
COc1ccc(NC(=O)NCCCN2CCC(Cc3ccccc3)CC2)cc1	-1	6	13	-0.2	27	2	·	2	-0.4
CN1C(=O)/C(=C\c2ccco2)N=C1c1ccc(Cl)cc1Cl	4	1	-4	-1.4	-21	6	·	0	-0.5
CC(C)CCN1CC(C(=O)NCc2ccccc2)CC1=O (stereo unspecified)	0	7	-15	0.1	11	-4	39	2	-2.6
COc1ccc(OC(C)C(=O)NCCC2=CCCCC2)cc1 (stereo unspecified)	-7	6	2	-0.3	44	1	11	-3	-0.3
CCCCn1c(N)c(N(Cc2ccccc2OC)C(=O)CSCC(=O)Nc2cccc(C)c2)c(=O)[nH]c1=O	-1	2	-6	-1.6	17	·	3	-7	-1.2
CC(C)n1c(CN2CCN(C(=O)c3ccco3)CC2)nc2c1c(=O)n(C)c(=O)n2C	-6	5	-20	-1.5	29	-5	11	-3	-1.3
O=C(CCSc1ccc(Cl)cc1)NC12CC3CC(CC(C3)C1)C2	2	-1	-7	0.0	-14	-5	-19	-23	-1.4
O=C(NC1CCCCC1)C1CCCN(S(=O)(=O)c2cnc[nH]2)C1 (stereo unspecified)	0	4	-9	-5.0	-11	6	-13	3	-4.2
Nc1c(C(=O)Nc2cccc(C(=O)O)c2)sc2nc3c(cc12)CCCC3	6	7	-8	-2.0	16	-1	14	6	-1.9
Cc1cccc(NC(=O)CN2C(=O)N/C(=C/c3cc(C)n(C(C)C)c3C)C2=O)c1	-3	-4	8	-3.1	5	-2	14	2	-7.8
CCN(CC)CCN(Cc1cc2cc3c(cc2[nH]c1=O)OCO3)C(=S)NCC(C)C	1	1	-16	0.8	8	0	16	-10	-1.7
COc1ccccc1-c1c(C)oc2c(CN3CCOCC3)c(O)ccc2c1=O	5	2	3	-3.0	24	-6	9	-16	-4.7
COc1cc(/C=C/C(=O)O)cc(S(=O)(=O)NC2CC2)c1OC	0	-6	-6	-2.4	21	2	13	-2	1.1
CCOC(=O)c1[nH]c2ccccc2c1NC(=O)NC1CCCCC1	5	1	-10	-2.0	-21	-1	11	-3	-1.1
COc1ccc(Oc2ccc(C(F)(F)F)cc2NC(=O)c2ccc(F)cc2)cc1	0	·	-19	-4.2	27	-4	·	-3	-3.1
O=S(=O)(NCCc1ccncc1)c1ccc(F)cc1	1	6	6	0.3	28	2	2	-7	-2.1
O=C(O)c1cc(-c2ccc(/C=N/N3C(=O)C4C5C=CC(CC5)C4C3=O)o2)ccc1Cl (stereo unspecified)	-5	-2	-7	-0.4	36	-5	-12	-13	-1.6
CC(C)CC(C(=O)O)N1C(=O)C2C3CC(C2C1=O)C1C(c2ccccc2)c2sc(=O)[nH]c2SC31 (stereo unspecified)	1	-4	-12	2.8	11	-2	-3	-15	1.2
COc1ccccc1N1CCN(C(=O)c2coc(=O)c(Br)c2)CC1	-2	0	-1	-1.7	27	5	-11	0	-3.2
COc1cc(/C=N/NC(=O)c2cccnc2)ccc1OS(=O)(=O)c1ccc(F)cc1	-15	-1	-4	0.5	5	4	·	-6	0.7
Cc1cc(C)nc(-n2nc(C)cc2NC(=O)c2cccc(S(=O)(=O)N3CCCCC3)c2)n1	-1	·	-1	-3.4	-2	·	-12	-3	-1.6
CC1CCN(Cc2ccc(NC(=O)C3CCN(c4nnc(-n5cccc5)s4)CC3)cc2)CC1	4	-5	-4	0.1	-18	-1	38	3	-1.2
CNc1cc(CS(=O)c2ccccc2)nc(-c2ccccc2)n1 (stereo unspecified)	-2	1	-15	-7.7	9	2	2	2	-1.6
O=C(O)c1cccc(S(=O)(=O)NNc2ccccc2C(F)(F)F)c1	6	5	9	0.1	42	4	15	12	25*
CCOc1ccc(-c2nc(C#N)c(N3CCN(Cc4ccccc4)CC3)o2)cc1	4	5	-14	-0.1	-7	-3	0	-7	-4.8
Cc1cc(C)cc(NC(=O)CCc2ccc(C)o2)c1	-4	1	29*	0.5	36	-1	18	-6	2.3
O=C(Nc1ccc2c(c1)OCCO2)C1CCN(C(=O)c2ccc(Br)cc2)CC1	6	3	-13	-0.7	-20	0	13	10	-4.3
Cc1cccc(C(=O)Nc2ccccc2C(=O)OCC(=O)Nc2ccc(C#N)cc2)c1	-1	-6	-7	0.9	-14	4	27	-3	-3.7
O=C(COc1ccccc1)Nc1nc2cc3c(cc2s1)OCCO3	-4	6	-11	1.6	19	1	25	-12	-0.4
CCN(CC)S(=O)(=O)c1cc(OCC(N)=O)c(C)cc1Cl	8	0	-10	-0.5	18	1	21	-14	-2.9
CCCC(=O)Oc1ccc(N(C(=O)CCC)S(=O)(=O)c2cccs2)cc1	0	7	1	-2.1	32	3	9	-11	-1.8
